Source: PubChem BioAssay
RPL19A-GFP yeast: modulators of TOR pathway RPL19A-GFP in S. cerevisiae. S. cerevisiae RPL19A-GFP strain, flow cytometry, 3 h; stronger effect = lower value. 0.3% of 330,000 active. percent response vs DMSO, % at 10 µM;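 active means percent response vs DMSO below 50%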;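 further: median channel GFP fluorescence of the barcoded RPL19A-GFP strain; ratio of sample median GFP to plate DMSO average so 100% = DMSO; lower means less RPL19A-GFP as with rapamycin TOR inhibition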
proCasp7 act: counter-screen for procaspase-3 activators: activators of human procaspase-7. P55210. recombinant procaspase-7, Ac-DEVD-pNA absorbance 405 nm; D23A/D198A/D206A triple mutant, cannot self-cleave; scale: DMSO 0, 5 µM enzyme 100. activation, % at 8.5 µM. 0.093% of 330,000 active. AID 463210;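 active means percent activation above the screen-wide mean plus 3 SD, cut at about 25% in these data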
Target sequence (P55210 whole entry D23A/D198A/D206A): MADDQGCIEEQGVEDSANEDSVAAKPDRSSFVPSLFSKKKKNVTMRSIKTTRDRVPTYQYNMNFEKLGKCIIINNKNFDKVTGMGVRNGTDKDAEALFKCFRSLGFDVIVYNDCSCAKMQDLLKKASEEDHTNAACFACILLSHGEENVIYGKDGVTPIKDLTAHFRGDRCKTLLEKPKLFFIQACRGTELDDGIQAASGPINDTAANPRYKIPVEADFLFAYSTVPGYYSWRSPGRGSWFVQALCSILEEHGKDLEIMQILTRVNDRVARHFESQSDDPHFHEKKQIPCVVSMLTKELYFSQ
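Assay system: Uncleavable procaspase-7 mutant enzyme; Input: 2 µM procaspase-7 mutant as dispensed; Also added: DEVD-pNA substrate; Medium: Zinc-free HEPES pH 7.4 with 300 mM NaCl, 0.01% Triton X-100; Timing: 1 h compound preincubation, 2 h substrate cleavage, 25 °C; Measured by: Epi-absorbance of released pNA at 405 nm, two timepoints.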
procasp3 activ: activators of human procaspase-3; P42574; recombinant procaspase-3 D3A, Ac-DEVD-pNA absorbance 405 nm; activation, % at 8.5 µM; 0.11% of 330,000 active; AID 463141;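 active means activation above the mean of all tested compounds plus 3 SD, cut at about 21% in these data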;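 further: 0% = DMSO alone and 100% = DMSO wells spiked with extra 5 µM PC-3 D3A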
Target sequence (P42574 whole entry D9A/D28A/D175A): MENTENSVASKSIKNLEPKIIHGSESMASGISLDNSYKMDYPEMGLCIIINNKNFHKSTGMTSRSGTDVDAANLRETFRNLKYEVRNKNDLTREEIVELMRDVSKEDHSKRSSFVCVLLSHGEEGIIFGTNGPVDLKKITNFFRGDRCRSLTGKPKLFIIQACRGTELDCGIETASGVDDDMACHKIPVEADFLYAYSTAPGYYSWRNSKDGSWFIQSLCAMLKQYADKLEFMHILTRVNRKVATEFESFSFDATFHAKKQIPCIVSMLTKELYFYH
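Evaluation: percent activation relative to control range; Material: Procaspase-3 D3A mutant, all three cleavage aspartates alanine; Compound: single dose, 8.5 µM nominal compound, 0.8% DMSO; Replication: one well per compound; Signal: absorbance at 405 nm, 0 and 120 min; Schedule: 1 h preincubation plus 2 h reaction at 25 °C.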
LAP4-GFP MLPCN: alters LAP4-GFP fluorescence in TOR pathway yeast screen | S. cerevisiae LAP4-GFP multiplex, flow cytometry GFP, 3 h; median GFP as percent of DMSO wells | GFP response vs DMSO, % at 10 µM | 0.34% of 320,000 active;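 active means GFP response vs DMSO above a set limit, about the screen mean plus 3 SD, cut at about 150% in these data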
CIT2 TOR yeast: alters CIT2-GFP fluorescence in TOR pathway yeast screen; S. cerevisiae CIT2-GFP strain, flow cytometry, 3 h; 100 means same as DMSO wells; GFP response vs DMSO, % at 10 µM; 0.065% of 320,000 active;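 active means GFP response relative to DMSO above a set limit, near the screen mean plus 3 SD, cut at about 150% in these data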;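 further: ratio of well median GFP fluorescence to mean of DMSO wells on the plate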
AHR activator: activates the human aryl hydrocarbon receptor | 2.5% of 320,000 active | activation, % at 5 µM | AHR-responsive luciferase reporter cells, luminescence; in the data active means activation above about 47%;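 further: 0% = vehicle wells and 100% = reference agonist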
AGP1-GFP MLPCN: modulators of TOR pathway AGP1-GFP in S. cerevisiae; S. cerevisiae AGP1-GFP multiplex flow cytometry, 3 h; GFP as percent of DMSO wells; 0.02% of 320,000 active; GFP response vs DMSO, % at 10 µM; AID 2066;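 active means GFP response relative to DMSO above a set limit, near screen average plus 3 SD, cut at about 150% in these data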;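 further: median GFP channel fluorescence of the gated AGP1 strain per well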
MEP2-GFP yeast: modulators of TOR pathway MEP2-GFP in S. cerevisiae | S. cerevisiae MEP2-GFP strain, flow cytometry GFP, 3 h; 100% = DMSO control level | GFP response vs DMSO, % at 10 µM | 0.51% of 330,000 active | AID 2016;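 active means GFP response versus DMSO above a set limit, roughly screen mean plus 3 SD, cut at about 180% in these data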;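 further: median GFP fluorescence of the barcode-gated MEP2-GFP cells per well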
Numbers without * were called inactive; x = not tested or not shown.

Start of the listing, in advance (four entries):
1) CC1CCCC(NC(=O)CSc2ncnc3ccccc23)C1C (configuration not stated)
2) CCNC(=O)/C=C1\NC(C)(C)Cc2c1ccc1ccccc21
3) COc1ccc2c(C)cc3nnnn3c2c1
4) O=C(COc1ccc2c(c1)OCO2)Nc1ccc(Cl)cn1

Assay by compound,1,2,3,4
RPL19A-GFP yeast,95,102,81,103
proCasp7 act,8,-6,5,-3
procasp3 activ,-1,2,17,4
LAP4-GFP MLPCN,96,95,79,89
CIT2 TOR yeast,85,96,90,103
AHR activator,23,38,0,28
AGP1-GFP MLPCN,98,97,69,107
MEP2-GFP yeast,97,100,83,115

This part in full, previewed entries included:
1) CC1CCCC(NC(=O)CSc2ncnc3ccccc23)C1C (configuration not stated)
2) CCNC(=O)/C=C1\NC(C)(C)Cc2c1ccc1ccccc21
3) COc1ccc2c(C)cc3nnnn3c2c1
4) O=C(COc1ccc2c(c1)OCO2)Nc1ccc(Cl)cn1
5) Cc1noc(-c2ccccc2)c1NC(=O)Nc1ccc(Cl)cc1
6) O=S(=O)(c1ccc(Cl)cc1)N1CCN(C(=S)Nc2ccc(F)c(Cl)c2)CC1
7) COC(=O)c1ccc(COC(=O)C2CCN(S(=O)(=O)c3ccc(C)c(C)c3)CC2)o1
8) COc1ccc(OCc2nnc3n2N=C(c2ccc(C)cc2)CS3)cc1

Assay by compound,1,2,3,4,5,6,7,8
RPL19A-GFP yeast,95,102,81,103,97,97,102,100
proCasp7 act,8,-6,5,-3,3,-19,1,2
procasp3 activ,-1,2,17,4,-4,-3,3,-1
LAP4-GFP MLPCN,96,95,79,89,101,89,110,104
CIT2 TOR yeast,85,96,90,103,96,97,102,90
AHR activator,23,38,0,28,1,1,-4,13
AGP1-GFP MLPCN,98,97,69,107,97,93,108,94
MEP2-GFP yeast,97,100,83,115,96,101,97,103

Reformatted: results already given
item | Molecule | RPL19A-GFP yeast | proCasp7 act | procasp3 activ | LAP4-GFP MLPCN | CIT2 TOR yeast | AHR activator | AGP1-GFP MLPCN | MEP2-GFP yeast
7 | COC(=O)c1ccc(COC(=O)C2CCN(S(=O)(=O)c3ccc(C)c(C)c3)CC2)o1 | 102 | 1 | 3 | 110 | 102 | -4 | 108 | 97
8 | COc1ccc(OCc2nnc3n2N=C(c2ccc(C)cc2)CS3)cc1 | 100 | 2 | -1 | 104 | 90 | 13 | 94 | 103

The results go on.
9) CCN(CC)CCCNC(=O)c1[nH]c(C)c(C(=O)NC2CCCCC2)c1C
10) COc1ccc(N(CC(=O)N2CCc3ccccc3C2)S(=O)(=O)c2c(C)nn(C)c2C)cc1
11) COc1ccccc1-n1nnnc1SCC(=O)Nc1ccc(C)c(N)c1
12) COc1ccc(C(=O)CSc2nnc(CN3CCCCC3)n2-c2ccc(F)cc2)cc1OC
13) C=CCn1c(=O)c2ccccc2n2c(SCC(=O)NC)nnc12
14) O=S(=O)(c1cc(Cl)ccc1Cl)N1CCNCC1
15) CCOC(=O)c1c(C)[nH]c(C(=O)N/N=C/c2ccc(OC)c(OC)c2)c1C
16) Cc1ccc(S(=O)(=O)N2CCOCC2)cc1C(=O)OCC(=O)NCc1ccccc1

Assay by compound,9,10,11,12,13,14,15,16
RPL19A-GFP yeast,104,98,102,107,103,101,102,101
proCasp7 act,7,-2,-6,-3,2,0,6,-1
procasp3 activ,0,4,-5,-3,2,-2,-3,13
LAP4-GFP MLPCN,108,102,103,103,104,92,97,107
CIT2 TOR yeast,112,101,99,106,103,102,114,98
AHR activator,-2,2,94*,-3,20,-1,34,1
AGP1-GFP MLPCN,108,104,101,108,98,102,107,112
MEP2-GFP yeast,108,103,98,106,116,99,111,100

17) CCCCNC(=S)N(C)/N=C/c1ccc(F)cc1
18) O=C(Nc1ccc(C(=O)NC2CCCCC2)cc1)c1cccnc1
19) O=C(O)Cc1csc(-c2ccccc2)n1
20) O=C(Nc1ccon1)c1cccc(C(F)(F)F)c1
21) Cc1cc(NC(=O)CSc2nnc(-c3ccccc3)c(-c3ccccc3)n2)no1
22) CCN(Cc1ccccc1)S(=O)(=O)c1c(C)[nH]c(C)c1C(=O)N1CCCCC1
23) Cc1cc(=O)n2nc(N3CCC(C(=O)Nc4cccc(Cl)c4C)CC3)sc2n1
24) CCOC(=O)c1c(C)c(C(=O)O)n(C)c1C

Assay by compound,17,18,19,20,21,22,23,24
RPL19A-GFP yeast,105,105,98,105,101,102,93,96
proCasp7 act,7,6,1,1,5,8,8,-6
procasp3 activ,4,3,3,3,1,0,6,4
LAP4-GFP MLPCN,77,98,106,99,99,91,97,111
CIT2 TOR yeast,102,95,106,106,106,112,93,90
AHR activator,5,5,-1,0,5,1,-1,1
AGP1-GFP MLPCN,92,101,106,104,111,106,100,101
MEP2-GFP yeast,97,97,100,102,103,100,91,105

25) CCOC(=O)C1=C(COC(=O)[C@H](C)NS(=O)(=O)c2ccccc2F)NC(=O)NC1C (some centres not stated)
26) Cc1ccc(-c2nnn(CC(=O)N3CCCc4ccccc43)n2)cc1
27) O=C(NC1CCCC1)C(c1cccnc1)N(Cc1ccccc1F)C(=O)c1csnn1 (configuration not stated)
28) O=C(NC(=S)Nc1ccccc1N1CCCC1)c1cccs1
29) COCCN(C(=O)COC(=O)CCOc1ccccc1)c1c(N)n(Cc2ccccc2)c(=O)[nH]c1=O
30) Cc1cc(N2CCN(C)CC2)nc2ccc(NC(=O)c3ccc(Br)o3)cc12
31) COc1cccc(NC(=O)c2cc([N+](=O)[O-])ccc2NCc2cccnc2)c1
32) Cc1ccc(C(c2nnnn2CC2CCCO2)N2CCN(C)CC2)cc1 (configuration not stated)

Assay by compound,25,26,27,28,29,30,31,32
RPL19A-GFP yeast,103,101,105,100,91,100,100,84
proCasp7 act,16,-14,-6,-26,-1,-2,-5,0
procasp3 activ,-4,7,-5,-18,6,0,-11,6
LAP4-GFP MLPCN,98,108,99,95,105,107,87,104
CIT2 TOR yeast,98,98,105,102,87,98,99,89
AHR activator,-1,2,-1,51*,-1,-5,66*,0
AGP1-GFP MLPCN,103,99,96,95,99,100,95,90
MEP2-GFP yeast,101,97,110,101,100,102,103,109

33) CN(C)c1ccc(/C=N/NC(=O)c2ccccc2O)o1
34) CS(=O)(=O)Nc1cc2c3c(c1)CCC(=O)N3CCC2
35) COc1ccc(-c2c(C#Cc3ccsc3)c3cc(-c4ccc5cc[nH]c5c4)ccc3n2C)cc1
36) COc1ccc(NS(=O)(=O)c2cccc(C(=O)NCC(c3ccco3)N3CCCCC3)c2)cc1 (configuration not stated)
37) Cc1cc(C(=O)NC2CCCCC2C)c2ccccc2n1 (configuration not stated)
38) COc1ccccc1NC(=O)c1cnc(SCC(=O)NCCc2ccccc2)n(C)c1=O
39) CN(C)C(=O)c1cc(C(=O)c2ccc(F)cc2Cl)c[nH]1
40) Cc1ccc(S(=O)(=O)NC(=O)N(C)C2CCCCC2)cc1

Assay by compound,33,34,35,36,37,38,39,40
RPL19A-GFP yeast,109,99,100,104,93,92,96,96
proCasp7 act,5,-10,3,3,3,-1,0,11
procasp3 activ,-3,-17,2,-11,7,-4,-1,4
LAP4-GFP MLPCN,94,97,76,108,96,98,117,108
CIT2 TOR yeast,116,96,73,108,98,103,112,92
AHR activator,6,7,27,3,25,15,5,1
AGP1-GFP MLPCN,107,93,77,109,98,101,113,101
MEP2-GFP yeast,104,108,84,109,95,96,105,99

41) Cc1ccc(NC(=O)CN2C(=O)CCSc3ccc(S(=O)(=O)N4CCCC4)cc32)cc1C
42) Nc1nc(N2CCN(c3ccccc3)CC2)n[nH]1
43) Cc1ccc(NC(=O)CNC(=O)c2ccccc2F)cc1Cl
44) O=C(CCS(=O)(=O)c1ccc(Br)s1)NCc1cccs1
45) Cc1cc(C(=O)OCC(=O)Nc2cccc(S(=O)(=O)N3CCOCC3)c2)c(C)o1
46) OCC[C@@H]1C[C@H](O)[C@@H](O)[C@@]2(OCCCc3ccccc32)O1
47) O=C(Cn1c(-c2cncs2)nc2ccccc21)NC1CCCC1
48) CN(Cc1cccc(Cl)c1)C(=O)C1CCN(C(=O)Nc2ccccc2)CC1

Assay by compound,41,42,43,44,45,46,47,48
RPL19A-GFP yeast,98,107,102,103,99,100,101,95
proCasp7 act,-9,-9,9,3,-6,-5,2,-4
procasp3 activ,6,0,5,2,4,-1,-13,8
LAP4-GFP MLPCN,95,91,98,96,99,94,99,104
CIT2 TOR yeast,98,x,101,107,109,96,97,96
AHR activator,8,3,3,-4,-1,0,1,1
AGP1-GFP MLPCN,102,97,93,106,103,105,97,103
MEP2-GFP yeast,103,103,104,90,102,104,104,88

49) CNC(=S)N1CCN(CCNC2=CC(=O)CC(C)(C)C2)CC1
50) CCO/C=C1\SC(=S)N(c2ccc(Cl)cc2)C1=O
51) C=CC[C@@H](CC(=O)N[C@@H](CO)Cc1ccccc1)C(=O)NCCOC(=O)[C@@H](CC=C)CC(=O)OC(C)(C)C
52) CCOC(=O)CC(NC(=O)c1cccc2c1C(=O)N(Cc1cccnc1)C2)c1ccc(OCC)c(OC)c1 (configuration not stated)
53) COc1ccc(C2c3ccc(O)cc3Oc3ncn(CCN4CCOCC4)c(=N)c32)cc1 (configuration not stated)
54) Cc1cccc(OCC(=O)Nc2cccc3nsnc23)c1
55) COc1ccccc1C(=O)C1CCCN(C(=O)C2=CC(=O)CC(C)(C)O2)C1 (configuration not stated)
56) O=C(OCc1nnc(-c2ccccc2)o1)c1cc(=O)c2ccccc2o1

Assay by compound,49,50,51,52,53,54,55,56
RPL19A-GFP yeast,105,100,92,106,98,100,102,97
proCasp7 act,0,-10,2,-18,3,-8,-3,8
procasp3 activ,0,6,-8,-6,5,-7,2,5
LAP4-GFP MLPCN,102,108,88,90,99,115,96,109
CIT2 TOR yeast,100,93,90,98,92,108,101,99
AHR activator,0,0,0,7,-2,3,1,3
AGP1-GFP MLPCN,104,96,94,104,107,100,99,98
MEP2-GFP yeast,100,101,93,98,104,111,96,101

57) Cc1n[nH]c(=S)n1/N=C/c1ccc(-c2ccccc2[N+](=O)[O-])o1
58) CCc1nnc(NC(=O)CSc2nnc(Cc3cccn3C)n2CCOC)s1
59) CSc1ncccc1C(=O)NCc1nnc2ccccn12
60) CCN(CC)C(=O)Cn1cc(S(=O)(=O)CC(=O)Nc2ccccc2F)c2ccccc21
61) c1ccc(Oc2ccc(-c3ccn[nH]3)cc2)cc1
62) CCN(Cc1cn2cccnc2n1)C1CCCCC1
63) COc1ccc(N(CC(=O)Nc2cccc(N(C)S(C)(=O)=O)c2)S(=O)(=O)c2ccc(F)cc2)cc1
64) O=C(O)c1cccc(NC(=O)c2cn(-c3ccccc3)nc2-c2ccc(F)cc2)c1
65) O=C(O)c1cn[nH]c1-n1cnnn1
66) CCC(C)(C)n1nnnc1C(c1ccc(C)cc1)N(Cc1ccco1)Cc1cccs1 (configuration not stated)
67) N#CC1=C(SCc2ccccc2)NC2=C(C(=O)CCC2)C1c1ccc2c(c1)OCO2 (configuration not stated)

Assay by compound,57,58,59,60,61,62,63,64,65,66,67
RPL19A-GFP yeast,97,99,98,98,91,100,98,110,104,98,94
proCasp7 act,-30,-13,-3,-8,3,-2,1,1,5,-4,0
procasp3 activ,-4,-14,-1,-3,3,4,-3,1,9,5,-10
LAP4-GFP MLPCN,96,104,92,85,112,100,111,106,100,95,86
CIT2 TOR yeast,84,93,100,100,80,111,99,113,108,111,x
AHR activator,60*,2,0,-1,6,0,13,4,2,0,-2
AGP1-GFP MLPCN,102,98,97,92,87,110,102,113,106,89,93
MEP2-GFP yeast,97,104,102,97,92,102,95,115,102,102,96
